Pf gamet viab – inhibitors of late stage P. falciparum gametocyte viability; actives 0.065% (n = 150,000); inhibition, % at 10.9 µM; AID 743093; P. falciparum stage V gametocytes, ATP luminescence, 24 h;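 active = inhibition above the mean plus 3 SD of compounds within the control limits, set per campaign, cut at about 38% in these data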;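 note: 0% = DMSO wells and 100% = medium only without gametocytes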
Rac1 act GTP bind – modulators of GTP binding to human Rac1 activated mutant; percent activity (GTP binding), % at 10 µM; AID 764; P63000; actives 0.11% (n = 190,000); GST-Rac1 activated beads, fluorescent GTP binding, flow cytometry; actives lie on both sides; 100% means binding = to untreated wells;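 active = GTP binding at least 20 percentage points away from the 100% baseline, in either direction, so actives lie on both sides; inconclusive = Compound likely fluorescent itself, or too few beads counted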
HRas wt GTP bind – changes GTP binding to wildtype human HRas. GTP binding activity, % at 10 µM. actives 0.14% (n = 190,000). GST-Ras wt beads, Bodipy-FL-GTP binding, flow cytometry; actives lie on both sides. AID 759. P01112;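 active = GTP binding activity at least 20% away from the 100% baseline, either lowered as inhibitor or raised as activator; inconclusive = flagged as likely green fluorescent, judged across all proteins in the well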;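 note: 0% = unlabeled GTP competition control and 100% = no-compound control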
Target sequence (P01112 whole entry, looked up): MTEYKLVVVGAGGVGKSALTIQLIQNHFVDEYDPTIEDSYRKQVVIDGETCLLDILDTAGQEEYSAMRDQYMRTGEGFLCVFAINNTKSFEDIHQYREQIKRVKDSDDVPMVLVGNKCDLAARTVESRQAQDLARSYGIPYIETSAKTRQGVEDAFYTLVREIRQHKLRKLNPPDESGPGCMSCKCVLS
Mcl1 Noxa PPI – disrupts binding of human Mcl-1 to Noxa peptide; Q07820; TR-FRET Mcl-1/Noxa peptide binding, 2 h; inhibition, % at 21.7 µM; actives 1.5% (n = 220,000); AID 1022;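 active = compounds that cut the protein-peptide binding signal by more than 50% relative to plate controls in a single-dose test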;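 note: His-tagged Mcl-1 with rhodamine Noxa BH3 peptide and terbium anti-His antibody; 0% = Mcl-1 plus Noxa peptide wells and 100% = peptide-only wells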
Target sequence (Q07820 whole entry, looked up): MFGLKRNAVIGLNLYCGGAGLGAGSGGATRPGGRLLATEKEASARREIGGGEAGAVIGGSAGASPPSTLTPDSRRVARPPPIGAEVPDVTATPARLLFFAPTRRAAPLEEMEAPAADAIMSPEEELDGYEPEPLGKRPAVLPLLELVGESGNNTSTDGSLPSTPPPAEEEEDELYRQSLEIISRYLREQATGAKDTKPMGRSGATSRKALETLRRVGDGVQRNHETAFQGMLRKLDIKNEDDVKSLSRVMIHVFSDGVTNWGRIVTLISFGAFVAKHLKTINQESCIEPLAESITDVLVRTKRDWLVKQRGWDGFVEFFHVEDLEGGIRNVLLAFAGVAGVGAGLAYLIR
Rab7 wt modul – alters GTP binding to wildtype dog Rab7 | GST-Rab7 beads, fluorescent GTP binding, flow cytometry; actives lie on both sides; untreated = 100%, excess cold GTP = 0% | actives 0.055% (n = 190,000) | GTP binding activity (percent of control), % at 10 µM | AID 758;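 active = fluorescent GTP binding to Rab7 beads changed by at least 20 points from the 100% baseline, either direction, mostly lower; inconclusive = compound itself probably fluorescent, or too few beads counted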;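 note: median green fluorescence of bound Bodipy-FL-GTP per Rab7 bead population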
Cdc42 wt GTP – changes GTP binding to wildtype human Cdc42; actives 0.2% (n = 190,000); P60953; GST-Cdc42 beads, Bodipy-GTP binding, flow cytometry; actives lie on both sides; AID 761; percent activity (GTP binding), % at 10 µM;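 active = percent activity GTP binding at least 20 points away from the 100% baseline, either down as inhibitor or up as activator; inconclusive = compound flagged as likely green fluorescent from well-wide comparison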;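 note: median bead fluorescence of bound Bodipy-FL-GTP at 100 nM; 0% = excess unlabeled GTP control and 100% = no compound control; below 100% means less GTP binding so inhibitor and above means activator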
Target sequence (P60953 whole entry, looked up): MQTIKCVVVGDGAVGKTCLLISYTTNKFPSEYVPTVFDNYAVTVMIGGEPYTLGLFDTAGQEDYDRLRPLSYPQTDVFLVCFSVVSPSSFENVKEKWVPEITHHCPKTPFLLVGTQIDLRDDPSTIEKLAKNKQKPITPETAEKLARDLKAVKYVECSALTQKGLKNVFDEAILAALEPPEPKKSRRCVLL
Mcl1-Bid inh – disrupts binding of human Mcl-1 to Bid peptide; AID 1021; inhibition, % at 21.7 µM; TR-FRET Mcl-1/Bid-Dy647 peptide binding, 1536-well; Q07820; actives 0.97% (n = 220,000);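 active = compounds that cut the binding signal by more than half at the single screening dose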;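 note: His-tagged Mcl-1 with europium anti-His antibody binding Bid BH3 peptide; 0% = Mcl-1 plus peptide wells and 100% = peptide-only wells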
Rab2A wt mod – changes GTP binding to wildtype dog Rab2A, up or down | P61105 | GST-Rab2 wt beads, Bodipy-GTP binding, flow cytometry | GTP binding activity, % at 10 µM | actives 0.19% (n = 190,000);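 active = GTP binding activity at least 20 points away from 100%, either lowered or raised; inconclusive = signal likely due to the compound's own green fluorescence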;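 note: 0% = beads with excess unlabeled GTP and 100% = no-compound control corrected for plate trend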
Bim-Mcl-1 – human Bim-Mcl-1 interaction inhibition. Q07820. Bead-based flow cytometry, Bim peptide-Mcl-1 binding. inhibition, % at 10 µM. actives 0.1% (n = 190,000); in the data active = inhibition above about 40%;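 note: 0% = no compound tracer wells and 100% = peptide blocker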
Rac1 wt GTP bind – modulators of human Rac1 wildtype GTP binding; P63000; GST-Rac1 beads, fluorescent GTP binding, flow cytometry; actives lie on both sides; 0 = cold GTP competed, 100 = untreated; GTP binding activity (% of control), % at 10 µM; actives 0.27% (n = 190,000); AID 757;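 active = GTP binding activity at least 20 points away from the 100% control level, either lower or higher; inconclusive = compound flagged as likely green fluorescent, judged across all proteins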
Avidin fluor – compound fluoresces at 488/530 nm on avidin beads; compound fluorescence 488/530 nm, flow cytometry; stronger effect = higher value; fluorescence (KMESF) at 10 µM; actives 0.38% (n = 220,000); AID 1775; in the data active = fluorescence above about 47; note: inactives centre near 10
* = called active by the depositor; ? = inconclusive; nt = no result given; & = joins results of further samples.

Every second line gives: Avidin fluor	Rac1 act GTP bind	Rab7 wt modul	Rac1 wt GTP bind	Pf gamet viab	Bim-Mcl-1	Cdc42 wt GTP	HRas wt GTP bind	Mcl1-Bid inh	Mcl1 Noxa PPI	Rab2A wt mod
Cn1c(-c2ccccc2)cnc1SCC(N)=O
→ 9	100	102	104	nt	0	103	101	-10	2	100
COc1ccc(CNC(=S)N/N=C/c2ccc(OC)c(OC)c2)cc1
→ 11	94	97	97	nt	-2	95	97	-74	6	95
O=C(N/N=C/c1ccccc1Cl)c1[nH]c2ccc(Br)cc2c1-c1ccccc1
→ 17	98	97	103	-6	-9	105	99	-4	2	96
COc1ccc2c3c(cccc13)C(=O)N(O)C2=O
→ 14	90	89	79*	-1	3	91	84	-37	-117	82
CCOC(=O)C1CCCN(C(=O)C2CCN(S(=O)(=O)CC)CC2)C1 (centres undefined)
→ 9	100	99	102	nt	-1	103	102	0	-7	102
Cc1cc(C)c2c(-n3cccc3)c(C(=O)NNS(=O)(=O)c3ccc(F)cc3)sc2n1
→ 21	97	96	101	nt	1	97	97	-9	-6	97
CN(C)c1ccc(C2N(c3ccc(Cl)cc3)C(=O)C3CCCN32)cc1 (centres undefined)
→ 5	95	100	95	nt	-1	97	97	-25	14	97
CS(=O)(=O)N1CCC(Oc2ccccc2C(=O)NCCCc2cccnc2)CC1
→ 12	97	100	100	-4	0	96	97	44	28	98
CC1(C(=O)NC(=S)N(CCC#N)Cc2cccnc2)CC1(Cl)Cl (centres undefined)
→ 8	96	100	97	nt	-1	97	99	-15	3	102
CCC(=O)NNc1nc2c(C)cc(C)cc2s1
→ 12	99	101	101	-19	0	97	101	-28	-4	98
CCCCCC(C)NC(=S)NC(=O)c1cc(S(=O)(=O)N2CCOCC2)ccc1C (centres undefined)
→ 1	101	102	103	-21	-4	98	102	-42	20	99
CCOC(=O)C1CCCN(C(=O)c2cc3nc(-c4cccc(OC)c4)cc(C(F)(F)F)n3n2)C1 (centres undefined)
→ 9	96	99	96	nt	1	93	96	4	16	100
O=C(O)CCSc1ccc2ccccc2n1
→ 12&8	98&94	98&97	100&97	nt	-10&1	96&97	95&98	-14&-10	-8&16	100&94
CCOC(=O)c1ccc(NC(=O)NC2CC3CCC(C2)N3C(=S)NC)cc1 (centres undefined)
→ 13	97	107	98	13	2	100	99	-37	7	100
O=C(COc1ccc(F)cc1)N1c2ccccc2CCc2ccccc21
→ 24	99	99	103	nt	-7	101	102	-44	21	96
COc1ccc(C(=O)N2CCCC(c3nc(-c4cc(OC)c(OC)c(OC)c4)no3)C2)cc1 (centres undefined)
→ 6	99	101	103	nt	1	100	102	-1	6	100
Cc1ccc(C(C#N)N2CCOCC2)cc1 (centres undefined)
→ 15	106	98	103	14	0	101	97	-19	4	98
CCc1ccc(N2C(=O)c3sc4nnc(C)c(=O)n4c3C2=O)cc1
→ 3	94	94	98	-2	-4	94	95	-18	21	93
CCN(c1ccccc1)S(=O)(=O)c1ccc(Cl)c(NC(=O)CSc2nncn2C)c1
→ 12	97	98	105	-6	-1	102	102	8	0	100
Cc1ccc(NC(=O)N(Cc2cc3cc(C)cc(C)c3[nH]c2=O)CC2COCCO2)cc1 (centres undefined)
→ 10	94	97	100	nt	10	98	94	-5	33	97
O=C(OCc1ccc(F)cc1)c1ccc2c(c1)-c1ccccc1C2=O
→ 6	98	99	102	nt	-3	102	104	-16	1	102
CC12CCC(C(=O)N(c3cccc(Cl)c3)C1=O)C2(C)C (centres undefined)
→ 2	99	101	105	-7	-2	101	100	6	24	100
CCCn1c(N)c(C(=O)NS(=O)(=O)c2ccc(C)cc2)c(=O)n(C)c1=O
→ 11	?	?	?	-23	4	?	?	-13	-10	?
CC(C)(C)OC(=O)Cn1c(=O)cnc2ccccc21
→ 10	96	98	95	nt	-3	102	100	14	nt	98
COc1ccccc1N(Cc1ccccc1)S(=O)(=O)c1cc(C(=O)O)ccc1Cl
→ 11	94	101	98	5	-4	94	96	14	16	94
O=C(NC1CCCCC1)NC1CC2CCC(C1)N2C(=O)NC1CCCCC1 (centres undefined)
→ 1	95	96	98	nt	-4	97	96	0	5	96
CC1CCCN(CCCCOc2cccc(Br)c2)C1 (centres undefined)
→ 13	98	99	103	-1	-8	100	98	2	17	99
COc1ccc(CCC(=O)N2CCCSC2=Nc2ccc(C(C)=O)cc2)cc1
→ 24	99	100	102	10	-1	103	98	-6	5	98
Cc1cccc(NS(=O)(=O)c2cc(OCC(N)=O)c(C)cc2Cl)c1
→ 22	97	97	102	nt	-3	99	100	4	13	98
CCc1ccc(NC(=O)CSc2nc3ccccc3c(=O)n2CCN2CCOCC2)cc1
→ 13	101	98	109	-17	-5	111	106	-6	26	108
CC(=O)Oc1ccc(C)cc1-n1nc2ccccc2n1
→ 36	98	99	100	19	-1	101	101	-3	4	99
Nc1ccccc1Nc1ccncc1[N+](=O)[O-]
→ 15	98	101	104	nt	-2	99	101	-26	12	103
CCn1c(COc2ccc3c(c2)CCCC3)nnc1SCC(=O)Nc1ccc(C(=O)OC)cc1
→ 11	102	102	106	nt	-25	102	103	-1	15	102
CCOc1cc(/C=N/n2cnnc2)ccc1OCC(=O)Nc1ccccc1OC
→ 12	100	105	107	nt	-4	101	105	-22	15	102
CCN(Cc1ccncc1)C(=O)C1CCN(S(=O)(=O)c2cccs2)CC1
→ 4	99	100	101	9	1	101	102	-11	15	99
COc1ccc(C2=NOC(C(=O)NCCN3CCOCC3)C2)cc1 (centres undefined)
→ 9	104	103	108	19	0	109	107	-64	4	107
CN1CCN(c2ccc(NC(=O)COc3ccccc3[N+](=O)[O-])cc2)CC1
→ 11	96	107	106	nt	0	100	102	-15	14	107
C(=N/Nc1nccs1)/c1cccnc1
→ 9	95	98	101	-11	-1	95	100	-24	31	97
O=C(NNC(=O)c1ccc(F)cc1F)c1ccc2c(c1)OCO2
→ 28	95	94	94	8	2	93	91	-29	-5	91
O=C(Nc1cc(C(F)(F)F)ccc1N1CCOCC1)c1cccnc1
→ 16	98	101	98	-5	-1	98	99	-2	-14	100
Cc1cccc(C)c1NC(=O)CSCC(=O)O
→ 6	95	93	102	nt	-2	99	99	6	25	96
COc1ccc(N2CC(C)Cn3c2nc2c3c(=O)n(Cc3ccc(C)cc3)c(=O)n2C)c(OC)c1 (centres undefined)
→ 10	95	106	98	14	2	96	98	-63	15	98
CCCCOC(=O)C1CCCC(C)N1 (centres undefined)
→ 12	?	?	?	12	1	?	?	34	18	?
COCC(C)Nc1nc(C)c(C(C)=O)s1 (centres undefined)
→ 9	97	93	98	11	0	95	95	2	26	95
COc1ccccc1Nc1nc2c(C)cccc2cc1C#N
→ 9	101	99	100	15	2	100	100	-10	-8	100

Three compounds from above, ordered by formula weight, falling:
Every second line gives: Avidin fluor	Rac1 act GTP bind	Rab7 wt modul	Rac1 wt GTP bind	Pf gamet viab	Bim-Mcl-1	Cdc42 wt GTP	HRas wt GTP bind	Mcl1-Bid inh	Mcl1 Noxa PPI	Rab2A wt mod
Cc1cc(C)c2c(-n3cccc3)c(C(=O)NNS(=O)(=O)c3ccc(F)cc3)sc2n1
→ 21	97	96	101	nt	1	97	97	-9	-6	97
CC1(C(=O)NC(=S)N(CCC#N)Cc2cccnc2)CC1(Cl)Cl (centres undefined)
→ 8	96	100	97	nt	-1	97	99	-15	3	102
CC(C)(C)OC(=O)Cn1c(=O)cnc2ccccc21
→ 10	96	98	95	nt	-3	102	100	14	nt	98

Next section
Every second line gives: Avidin fluor	Rac1 act GTP bind	Rab7 wt modul	Rac1 wt GTP bind	Pf gamet viab	Bim-Mcl-1	Cdc42 wt GTP	HRas wt GTP bind	Mcl1-Bid inh	Mcl1 Noxa PPI	Rab2A wt mod
COc1cc(/C=C/C(=O)OCC(=O)NC(=O)NCc2ccccc2)ccc1OCC#N
→ 7	90	94	90	-4	0	90	91	-43	-15	92
COC(=O)c1cc(C#N)c(OC(C)C)nc1C
→ 11	93	94	99	-3	2	93	92	-25	-7	92
COCc1cccc(NC(=O)CCc2ccccc2)c1
→ 6	95	107	99	14	-4	96	98	-10	-1	99
COc1cccc(/C=N/NC(=O)c2c(C)nc3ccc(Br)cn23)c1
→ 10	96	97	98	-11	-2	98	96	-20	14	96
O=C1c2ccccc2C(O)N1CCN1CCOCC1 (centres undefined)
→ 24	100	103	106	nt	-4	107	103	-11	4	102
Cc1ccc(CS(=O)(=O)Cc2ccc(C(=O)NCc3cccs3)o2)cc1
→ 10	93	107	102	24	-1	99	99	-1	3	100
O=C(Nc1ccc(C(F)(F)F)cc1)c1ccc2nc[nH]c2c1
→ 13	100	103	103	4	-6	101	101	-4	-11	101
CCOc1ccc2cc(C#N)c(SCC(=O)OC)nc2c1
→ 36	100	102	103	-24	-5	105	102	2	-4	101
CC(=O)c1ccc(N2CCN(C(=O)CCCn3c(=O)[nH]c4ccccc4c3=O)CC2)cc1
→ 12	96	100	96	0	-3	95	95	13	4	96
O=C(Nc1cccc(NC(=O)c2ccc3c(c2)OCO3)c1)c1ccccc1
→ 27	94	97	97	-13	0	94	95	-13	-11	93

Screening data deposited in PubChem by several laboratories.
